Screening data: PubChem BioAssay, National Center for Advancing Translational Sciences (NCATS)
HCV inh – qHTS Assay for Inhibitors of Hepatitis C Virus (HCV); 340,000 compounds, 3.4% hits; AID 651820, 2012; Huh7.5.1 HCVcc-Cre infection, luciferase reporter, 44 h; Potency, µM (doses to about 41.8 µM), inactives show at the highest dose activity change, negative = inhibition, most hits filed as inhibitors; also: potency is read from the fitted curve at half-maximal effect; % is scaled to controls: 0 for no effect and ±100 for the full control effect
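Antiviral activity was scored by luciferase reporter output from cells infected with HCVcc-Cre (~0.5 moi) in presence of compound, 44 h infection period, cells seeded 1,000/well 4 h prior.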
Cycloheximide cs – Cycloheximide Counterscreen for Small Molecule Inhibitors of Shiga Toxin; cell reporter, cycloheximide protein synthesis inhibition counterscreen; max response, %; 300,000 compounds, 12% hits; in the data active = max response mostly above about 13%, no sharp cut-off; inactive = mostly below about 14%; also: read at 38.3 µM for the half of the compounds with a filed dose; 0% is about no effect
FBPA Giardia inh – qHTS Assay for Inhibitors of Fructose-1,6-bisphosphate Aldolase from Giardia Lamblia. 290,000 compounds, 0.71% hits. purified Giardia FBPA. A8B2U2. AID 2451, 2010. Potency, µM (titrated, usually from 59.6 µM), without a hit: at the top dose activity, negative = inhibition, most hits filed as inhibitors; also: potency is read from the fitted curve at half-maximal effect; % is scaled to controls: 0 for no effect and ±100 for the full control effect; nearly all actives have a fitted effect of over 55% in size
Target sequence (A8B2U2 whole entry, looked up): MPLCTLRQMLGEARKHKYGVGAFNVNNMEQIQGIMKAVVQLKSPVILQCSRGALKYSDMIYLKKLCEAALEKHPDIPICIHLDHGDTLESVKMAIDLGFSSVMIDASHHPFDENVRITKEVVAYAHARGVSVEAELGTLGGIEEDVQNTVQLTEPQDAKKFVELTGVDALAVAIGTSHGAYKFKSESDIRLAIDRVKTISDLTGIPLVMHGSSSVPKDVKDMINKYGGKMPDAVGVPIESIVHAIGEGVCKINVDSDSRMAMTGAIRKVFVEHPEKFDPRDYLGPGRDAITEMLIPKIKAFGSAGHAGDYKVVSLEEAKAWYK
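40 nM FBPA preincubated 10 min at RT with compound (up to 57.5 uM final), then substrate plus GAPDH/TPI/NAD/arsenate coupling and diaphorase/resazurin added. Fluorescence read after 20 min at RT, 525/598 nm.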
Pf growth 96h – Primary qHTS for delayed death inhibitors of the malarial parasite plastid, 96 hour incubation. Potency, µM (highest dose often 28.7 µM), for inactives: at the top dose activity change, negative = inhibition, usual class: inhibitors. P. falciparum luciferase reporter growth, 96 h. AID 504834, 2011. 320,000 compounds, 6.9% hits; also: potency is read from the fitted curve at half-maximal effect; % is scaled to controls: 0 for no effect and ±100 for the full control effect
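Readout is luminescence from an integrated firefly luciferase in P. falciparum. Red cells, 2% hematocrit and 0.05% parasitemia final, were cultured with compound through two parasite generations (96 hours) at 37 C, 5% CO2.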
Shiga toxin inh – A qHTS for Small Molecule Inhibitors of Shiga Toxin | inhibition, % at 38.7 µM | Vero cells, Shiga toxin protein synthesis inhibition reporter | AID 2315, 2010 | 290,000 compounds, 9.2% hits; in the data active = inhibition mostly above about 28%, no sharp cut-off; inactive = mostly below about 43%; also: 0% is about no effect
Pf growth 48h – Primary qHTS for delayed death inhibitors of the malarial parasite plastid, 48 hour incubation; P. falciparum luciferase growth in erythrocytes, 48 h; Potency, µM (top dose mostly 28.7 µM), for the others: at the highest dose activity change, negative = inhibition, actives largely listed as inhibitors; 310,000 compounds, 5.9% hits; also: potency is read from the fitted curve at half-maximal effect; % is scaled to controls: 0 for no effect and ±100 for the full control effect
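Luciferase-expressing P. falciparum in infected erythrocytes (2% hematocrit, 0.1% parasitemia final) in RPMI 1640/0.5% Albumax were exposed to compound for 48 hours at 37 C, 5% CO2; growth read as luminescence.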
* marks the source's active call; other numbers are inactive results; u = inconclusive; x = not tested or not shown; [ ] = dose if it differs, or a comment. Unless noted, calls follow the shape of the dose curve; as a rule, active = well fitted curve in the direction sought with a large enough effect; inconclusive = small, poorly fitted or top-dose-only effect, or another doubt; inactive = no such curve, though single readings can be large; an effect the other way counts as inactive or inconclusive. The order is random. Share with any hit: about 24%.

Results follow in this order: HCV inh	Cycloheximide cs	FBPA Giardia inh	Pf growth 96h	Shiga toxin inh	Pf growth 48h
> O=C(Nc1cc(Sc2ccccn2)cc([N+](=O)[O-])c1)c1ccc(Cl)cc1
 : 10µM*	21*	-15%	u	57	u
> CS(=O)(=O)c1ccc(Cl)c(NC(=O)COC(=O)c2c(Cl)cccc2Cl)c1
 : -27%	-3	1%	-8%	20	u
> COc1cccc(CNc2nc(C(F)(F)F)nc3ccccc23)c1
 : 5.6µM*	-2	7%	u	-2	u
> Cn1c(CNC(=O)c2ccccc2F)cc2ccccc21
 : 2%	16*	-6%	86%[activator]	-2	6%
> Cc1cc(N2CCC(C)CC2)nc2ccc(N3C(=O)CCC3=O)cc12
 : u	18*	-13%	24%	14	49%[activator]
> O=C(O)CCC(=O)Nc1ccc(N2CCOCC2)cc1
 : 17%	-4	-3%	22%	-5	10%
> COc1ccc(CCNC(=O)COc2ccc(S(=O)(=O)NC(C)C)cc2Cl)cc1OC
 : u	11	8%	u	-5	u
> CCOc1cc2[nH]c(=S)n(Cc3ccc(C(=O)NCCCN4CCOCC4)cc3)c(=O)c2cc1OCC
 : 9%	-3	13%	u	-3	u
> O=C(Nc1cccc(OCC(=O)N2CCOCC2)c1)C1CCCCC1
 : 12%	-2	-1%	x	1	-3%
> CCOC(=O)N1CCN(C(=O)CS(=O)Cc2nc(-c3ccc(OC)c(OC)c3)oc2C)CC1 (stereo not drawn)
 : -12%	-2	x	u	-3	11%
> Cc1ccc(CNC(=O)COC(=O)c2c(C)noc2C)cc1
 : 9%	-2	4%	7%	-3	11%
> CCOc1ccc(NC(=O)N2CCC(NC(=O)c3ccco3)CC2)cc1
 : 0%	1	8%[12.9 µM]	8%	-3	-14%
> Cc1cc(C)n(CC(=O)c2ccccc2)c(=O)c1C#N
 : 0%	-2	9%	-7%	-15	36%[activator]
> Cc1ccn2c(NC3CCCC3)c(-c3cccs3)nc2c1
 : -18%	23*	u	90%[activator]	28*	36%[activator]
> COc1ccc(Cl)cc1NC(=O)CC1S/C(=N/N=C2CCCCCC2)NC1=O (stereo not drawn)
 : -16%	7	x	13µM*	7	u
> COc1ccc(CCCc2nnc(SCC(=O)Nc3ccc(OC)cc3)o2)cc1
 : u	6	-14%	u	-10	-2%
> COc1ccc(CNC(=O)c2cc(-c3ccc(OC)c(OC)c3)on2)cc1
 : 1%	-3	3%	-6%	-5	18%
> CCC(=O)NCCc1nc2ccccc2n1CC
 : 4%	-3	1%	5%	-6	3%
> CC(Oc1ccc(Br)cc1)C(=O)NCC1(N2CCCCC2)CCCCC1 (stereo not drawn)
 : -11%	x	x	u	x	u
> Cc1cc(NC(=O)CSc2nc(-c3ccc(Cl)cc3)cs2)no1
 : u	-3	1%	u	21	u
> CC(=O)c1cccc(NC(=S)N2CCN(S(=O)(=O)c3ccc(F)cc3)CC2)c1
 : -8%	19*	x	u	0	u
> COc1cccc(OC)c1C(=O)NC(=O)Nc1c(F)cc(F)cc1F
 : 11%	-2	3%	u	2	u
> COc1ccc(CNC(=O)COC(=O)CN2C(=O)NC3(CCCC3)C2=O)cc1
 : 0%	x	x	40%[activator]	x	u
> CCN(CC)CCNC(=O)c1ccccc1C(=O)c1ncc[nH]1
 : 17%	-2	-6%	1.7µM*	-14	-14%
> C/C(=N\Nc1cccc([N+](=O)[O-])c1)c1cc(F)ccc1O
 : 10µM*	47*	2%	45%[activator]	109*	27%
> Cc1cc(C)n(CCc2nc(-c3cccs3)cs2)n1
 : 14%	12	-14%	4%	40*	7%
> CN(C)c1ccc2c(c1)N=C(c1ccco1)OP2(=S)N1CCOCC1 (stereo not drawn)
 : -2%	31*	-18%	-5%	77*	59%[activator]
> Cc1ccc(S(=O)(=O)Nc2ccc(C(=O)N3CCCC3)cc2)cc1
 : 17%	-2	x	u	-7	11%
> Nc1cccc(C#Cc2ccc3c(=O)c4ccccc4oc3c2)c1
 : u	x	x	126%[activator]	x	80%[activator]
> O=C(NCCCn1ccnc1)c1ccc(Cl)cc1[N+](=O)[O-]
 : 7%	-4	-3%	8%	-3	5%

Among those listed so far, these contain a furan ring, fused or not.
Results follow in this order: HCV inh	Cycloheximide cs	FBPA Giardia inh	Pf growth 96h	Shiga toxin inh	Pf growth 48h
> CCOc1ccc(NC(=O)N2CCC(NC(=O)c3ccco3)CC2)cc1
 : 0%	1	8%[12.9 µM]	8%	-3	-14%
> CN(C)c1ccc2c(c1)N=C(c1ccco1)OP2(=S)N1CCOCC1 (stereo not drawn)
 : -2%	31*	-18%	-5%	77*	59%[activator]

Back to the main list, starting 5 compounds before the break.
Results follow in this order: HCV inh	Cycloheximide cs	FBPA Giardia inh	Pf growth 96h	Shiga toxin inh	Pf growth 48h
> Cc1cc(C)n(CCc2nc(-c3cccs3)cs2)n1
 : 14%	12	-14%	4%	40*	7%
> CN(C)c1ccc2c(c1)N=C(c1ccco1)OP2(=S)N1CCOCC1 (stereo not drawn)
 : -2%	31*	-18%	-5%	77*	59%[activator]
> Cc1ccc(S(=O)(=O)Nc2ccc(C(=O)N3CCCC3)cc2)cc1
 : 17%	-2	x	u	-7	11%
> Nc1cccc(C#Cc2ccc3c(=O)c4ccccc4oc3c2)c1
 : u	x	x	126%[activator]	x	80%[activator]
> O=C(NCCCn1ccnc1)c1ccc(Cl)cc1[N+](=O)[O-]
 : 7%	-4	-3%	8%	-3	5%
> O=C(O)c1sc2cc(C(F)(F)F)cnc2c1-c1ccccn1
 : 8%	-2	-5%	u	-4	349%[activator]
> Cc1nc(Nc2ccccc2Br)c2nnn(Cc3ccccc3)c2n1
 : u	-2	4%	4%	-5	-17%
> O=C(CCC(=O)N1CCOc2ccc(Cl)cc21)NCCCN1CCOCC1
 : 14%	-1	-4%	-2%	-4	1%
> CCOC(=O)c1c(N)sc(C(O)(C(F)(F)F)C(F)(F)F)c1-c1ccc(OC)cc1OC
 : u	-4	-7%	u	-13	12µM*
> COC(=O)c1sccc1NC(=O)c1c(C)cc(=O)oc1C
 : 16%	-2	5%	-12%	-13	-1%
> CC(C)NC(=O)CS(=O)(=O)c1ccccc1
 : 24%	-3	-5%	35%[activator]	-4	42%[activator]
> O=C(c1ccccc1)c1nccc2ccccc12
 : 22%	-3	-2%	30%[activator]	-9	-13%
> Cc1ccn2c(=O)c(C(=O)NC3CCCCC3C)c(O)nc2c1 (stereo not drawn)
 : u	x	x	u	x	2.3µM*
> CC(=O)OCC(=O)Nc1ccccc1C
 : -9%	-4	2%	-19%	-7	22%
> CCNC(=S)NNc1nc(N2CCOCC2)nc(N2CCOCC2)n1
 : 22%	-2	-20%	u	-20	7%
> COc1ccccc1C1CC(c2ccccc2)=NN1S(=O)(=O)c1ccccc1 (stereo not drawn)
 : -24%	13	4%	u	19	u
> COc1ccccc1NS(=O)(=O)c1cccc2cccnc12
 : u	0	-19%	u	2	-5%
> COc1ccc(CN2CCN(C(C)C)C(CCO)C2)cc1Cn1cncn1 (stereo not drawn)
 : -4%	-2	5%	1%	9	56%[activator]
> Cc1cccc(CN2C(=O)c3ccccc3S(=O)(=O)c3ccc(C(=O)NCCCN4CCCC4)cc32)c1
 : 6%	-1	x	u	-5	10µM*
> OCc1nc2ccccc2n1C/C=C/c1ccccc1
 : u	9	11%	x	-10	9%
> Cc1cc(Br)ccc1NC(=O)CN1C(=O)CCC1=O
 : -20%	-2	3%	x	17	-2%
> CCOC(=O)CSc1nc(-c2ccccc2)nc2ccc(F)cc12
 : -19%	-4	2%	0%	29	42%[activator]
> Cn1c(NCCN2CCCCC2)cc(=O)n(C)c1=O
 : 8%	-2	3%	28%	-6	-4%
> CC(=O)c1ccc(-c2nnc(CCC(=O)N(C)Cc3cnc4ccccn34)o2)s1
 : u	9	-5%	u	18	-4%
> CSc1ncc(C(=O)Nc2cccc(C)c2C)c(C)n1
 : -7%	1	-4%	-15%	-2	-27%
> COc1ccc(CCNC(=O)Cc2ccc(NS(=O)(=O)c3ccc(F)cc3)cc2)cc1OC
 : 9%	x	x	u	x	u
> Cn1c(=O)oc2cc(S(=O)(=O)Nc3ccc4c(c3)OCO4)ccc21
 : u	14*	-17%	x	25	u
> CN(C)S(=O)(=O)c1cccc(NC(=S)NC23CC4CC(CC(C4)C2)C3)c1
 : 13%	-2	x	u	-8	u
> O=C(c1cc(F)c(F)c(F)c1F)N1CCN(Cc2ccc3c(c2)OCO3)CC1
 : -18%	-1	4%	u	-6	-8%
> CCC(=O)NC(C)C(c1cccs1)N1CCN(c2ccccc2)CC1 (stereo not drawn)
 : u	-2	5%	52%[activator]	-5	-11%
> NC(=O)c1nsc(C(=O)N(Cc2ccc(F)cc2)C(C(=O)NCC2CCCO2)c2ccc(F)cc2)c1N (stereo not drawn)
 : -13%	-7	-1%	-12%	-14	u
> CC(c1ccon1)N(C)Cc1cn[nH]c1-c1ccc(-c2ccccc2)cc1 (stereo not drawn)
 : -13%	15	-5%	-8%	73*	-6%
> COc1ccc(/C=C(\C#N)C(=O)OCC(=O)N(C)C2CCS(=O)(=O)C2)cc1 (stereo not drawn)
 : -8%	x	x	12%	x	2%
> Cc1cc(C(F)(F)F)nn1CC(=O)N1CCCCC1C (stereo not drawn)
 : 0%	-4	2%	u	-2	6%
> Cc1noc(C)c1S(=O)(=O)NC1CCN(Cc2ccccc2)CC1
 : 24%	-2	4%	u	-4	x
> COc1cc(C2CC(=O)c3c(O)cc(O)cc3O2)ccc1O (stereo not drawn)
 : 19%	-1	9%	u	-10	-5%
> CCC(=O)Nc1nc2c(OC)ccc(OC)c2s1
 : 11µM*	-8	-15%	-3%	-20	x
> CC(Cc1ccccc1)NC(=O)/C=C/c1ccc(Cl)cc1 (stereo not drawn)
 : -6%	17	-3%	u	7	17%
> Cc1ccc(NC(=O)c2c3c(nc4ccccc24)CCC3)cc1
 : -8%	-5	0%	0%	-7	u
> CC(=O)N1CCc2cc(S(=O)(=O)NC(CC(C)C)C(=O)Nc3ccc4c(c3)OCCO4)ccc21 (stereo not drawn)
 : 6%	7	-5%	34%[activator]	79*	-10%
> CCCn1nnc(NC(=O)c2ccc(Br)o2)n1
 : -19%	18	-5%	x	18	75%[activator]
> COCCCNC(=O)Cn1nnc(-c2ccc(NC(=O)c3cccnc3)cc2)n1
 : x	13	-3%	1%	-9	-10%
> CC(=O)Oc1c(S(=O)(=O)c2ccc(C)cc2)c(C)nn1C(C)(C)C
 : 26%	-1	-7%	144%[activator]	-19	42%[activator]
> OC[C@H]1O[C@H](OC[C@H]2OC(O)[C@H](O)[C@@H](O)[C@@H]2O)[C@H](O)[C@@H](O)[C@@H]1O (stereo partly drawn)
 : 14%	x	x	23%	x	-4%
> Cc1ccc2c(Cl)c(C(=O)NCCCn3ccnc3)sc2c1
 : u	3	0%	u	33	u
> OCCN1CCOCCN(CCO)CCN(CCO)CC1
 : -7%	3	27%	u	-13	-8%

Single entries from above:
Reading of COc1ccc(CCNC(=O)Cc2ccc(NS(=O)(=O)c3ccc(F)cc3)cc2)cc1OC in HCV inh: 9%
Reading of COc1ccc(CNC(=O)c2cc(-c3ccc(OC)c(OC)c3)on2)cc1 in HCV inh: 1%
Reading of Cc1nc(Nc2ccccc2Br)c2nnn(Cc3ccccc3)c2n1 in Pf growth 96h: 4%
Reading of COc1ccc(/C=C(\C#N)C(=O)OCC(=O)N(C)C2CCS(=O)(=O)C2)cc1 (stereo not drawn) in Pf growth 48h: 2%
Reading of Cn1c(NCCN2CCCCC2)cc(=O)n(C)c1=O in Pf growth 96h: 28%
Reading of CC(Oc1ccc(Br)cc1)C(=O)NCC1(N2CCCCC2)CCCCC1 (stereo not drawn) in HCV inh: -11%
Reading of COC(=O)c1sccc1NC(=O)c1c(C)cc(=O)oc1C in Cycloheximide cs: -2
